Source: PubChem
NCI-60 one-dose screen, 48 h, at 10 µM unless noted. Numbers give growth in % (100 = growth as untreated, 0 = no growth, -100 = all killed).
SF-539 = SF-539 CNS cancer; 81,000 compounds, 6.8% hits
SF-295 = SF-295 CNS cancer cells | 79,000 compounds, 5.6% hits | AID 1794758
HCC-2998 = HCC-2998 colon cancer. 79,000 compounds, 4.7% hits
HCT-116 = HCT-116 colon cancer; 82,000 compounds, 7.3% hits
SNB-75 = SNB-75 CNS cancer; 79,000 compounds, 5% hits; AID 1794750
KM12 = KM12 colon cancer cells. 82,000 compounds, 5% hits
SF-268 = SF-268 CNS cancer cells; 82,000 compounds, 3.1% hits
SNB-19 = SNB-19 CNS cancer cells. 81,000 compounds, 2.5% hits. AID 1794751
U251 = U251 CNS tumor cells | AID 1794753 | 80,000 compounds, 5.4% hits
Starred values were filed as active, the others as inactive; . = no result given; & = joins results of further samples. Rule for the calls: active = growth percent below 10; inactive = the rest.

#	structure	SNB-19	KM12	SF-295	SF-539	HCC-2998	HCT-116	SF-268	SNB-75	U251
1	COc1ccc(Cl)cc1-c1cn(-c2cc(OC)c(OC)c(OC)c2)c(=O)[nH]1	91	109	89	102	92	93	94	92	92
2	O=C1CC(c2nc3ccccc3n2Cc2ccc(Cl)cc2)CN1c1ccc(F)cc1 (centres undefined)	89	109	.	89	115	93	102	92	87
3	CCOC(=O)c1c2ccc3cn[nH]c3c2c(C)n1C	84	104	95	81	102	89	90	92	86
4	Nc1ccccc1Nc1c([N+](=O)[O-])cc(C(F)(F)F)cc1[N+](=O)[O-]	103	103	104	100	101	94	94	85	.
5	CN1NC(c2ccccc2)NN(C)C1=O	97	118	84	106	103	101	102	78	.
6	COc1ccc(Nc2nc(C3CC3)cs2)cc1	96	107	101	102	103	102	100	104	96
7	CC(C)CC(NCc1ccccc1)C(=O)O (centres undefined)	103	106	.	99	115	109	102	94	.
8	N#CC1=C(c2ccccc2)Nc2c(c(-c3ccc(Cl)cc3)nn2-c2ccccc2)C12C(=O)Nc1ccc(Cl)cc12 (centres undefined)	71	83	57	85	91	66	55	6.2*	64
9	COC(C)C(NC(=O)C1CCCN1C)C1OC(SCCOC(=O)c2ccccc2O)C(O)C(O)C1O (centres undefined)	99	100	107	98	103	102	98	87	96
10	C[N+](C)(C)CC(=O)NNC(=O)Nc1cccc([N+](=O)[O-])c1	103	114	98	101	109	92	104	88	110
11	COc1ccc(C)cc1C(=O)C[n+]1ccccc1	101	92	95	96	101	105	94	87	98
12	Cc1nn(-c2ccc(F)cc2)c2nc(-c3cccnc3)[nH]c(=O)c12	104	100	105	105	95	103	100	97	99
13	CCCCSc1nc(Nc2ccc(C(C)=O)cc2)c(C#N)c(-c2ccc(F)cc2)n1	73	106	100	76	109	74	128	102	59
14	C=C1C(=O)O[C@H]2[C@H]1CC/C(COC(=O)CCCC(=O)OC/C1=C/CC[C@@]3(C)O[C@H]3[C@H]3OC(=O)C(=C)[C@@H]3CC1)=C\CC[C@@]1(C)O[C@@H]21	68	26	78	0.5*	65	-53*	44	93	48
15	CCOC(=O)c1[nH]c(=O)c2c(C)nc(-c3ccccc3)cc2c1O	104	110	110	106	.	95	106	118	117
16	COc1ccc(-c2nc3c(c(-c4ccccc4)nn3-c3ccccc3)c(-c3ccc(N4CCOCC4)cc3)c2C#N)cc1	103	104	92	86	108	96	112	105	85
17	N/C(=N\S(=O)(=O)c1ccc2oc(=O)ccc2c1)Nc1nc2ccccc2s1	98	104	103	96	101	97	100	.	95
18	CC1(C)Oc2cc3oc(=O)ccc3cc2C[C@@H]1OCCNc1cc(-c2ccccc2)c(O)c(-c2ccccc2)c1	88	94	101	92	90	89	83	84	78
19	O=C1/C(=C\c2cccn2C(=O)c2ccc(Cl)cc2)c2ccccc2N1c1c(Cl)cccc1Cl	98	103	101	99	106	105	101	93	93
20	Cc1c(C(=O)OCCO)cc(-c2ccc(Cl)cc2)n1-c1ccc(Cl)cc1Cl	91	52	75	77	100	60	70	82	78
21	c1ccc(COc2ccc(Nc3ncnc4onc(-c5ccccc5)c34)cc2)cc1	96	98	86	97	104	101	102	100	100
22	COc1c(-c2c3sc(=O)[nH]c3nc3c2c(=O)[nH]n3C(C)C)cc2c(c1OC)OCO2	99	101	88	95	107	101	102	93	98
23	Cn1c(O)c(N=NC(=O)c2ccc(S(N)(=O)=O)cc2)c2ccccc21	101	107	99	103	101	99	94	92	97
24	c1ccc(NCCC2OCC3(CO2)COC(CCNc2ccccc2)OC3)cc1 (centres undefined)	107	104	97	94	90	92	95	89	96
25	O=C1/C(=C2\SC(=S)N(C3CC3)C2=O)SC(=S)N1C1CC1	99	101	99	103	102	100	95	82	100
26	CCCN1[C@@H]2CC[C@H]1/C(=C\c1cc(OC)ccc1OC)C(=O)/C2=C/c1cc(OC)ccc1OC	85	82	85	93	108	72	75	79	71
27	O=C1Nc2ccc(Cl)cc2/C1=C/C(=O)c1cc2ccccc2oc1=O	95	109	100	103	116	97	110	127	98
28	COC(=O)[C@@H](CCCCNC(=O)[C@]12CCC(C)(C)C[C@@H]1C1=CC[C@@H]3[C@@]4(C)CCC(=O)C(C)(C)[C@@H]4CC[C@@]3(C)[C@]1(C)CC2)NC(=O)[C@]12CCC(C)(C)C[C@@H]1C1=CC[C@@H]3[C@@]4(C)CCC(=O)C(C)(C)[C@@H]4CC[C@@]3(C)[C@]1(C)CC2	97	108	100	105	97	109	101	94	101
29	COc1ccc(-c2cc(-c3cc(OC)c(OC)c(OC)c3)nc(SCC(=O)Nc3ccc(Cl)cc3)n2)cc1OC	96	99	105	.	110	82	101	84	96
30	CCCCOc1ncnc2c1CC(C)c1cc(C)ccc1N2C (centres undefined)	101	99	102	97	111	101	98	82	104
31	Cc1ccc(-c2onc3ccc(C(=O)Nc4cccc(C(F)(F)F)c4)cc23)cc1	99	94	96	105	106	99	100	96	87
32	O=C(/C=C/c1c2ccccc2cc2ccccc12)c1ccc(F)cc1	92	108	110	88	104	84	91	100	92
33	COc1ccc(-c2nc(Nc3ccccc3S(N)(=O)=O)c3ccccc3n2)cc1	58	6.3*	61	-4.3*	12	-43*	23	109	3.8*
34	COC(=O)CC[C@@H]1O[C@@H](c2ccccc2)C[C@H]1O	114	102	109	107	102	100	99	98	99
35	O=C(O)C(CO)(c1ccccc1)c1ccccc1	100	108	96	106	108	105	104	102	95
36	Cc1ccc(NC(=O)c2ccc(CN3CCN(C)CC3)cc2)cc1Oc1ccc(-c2[nH]nc3ncnc(N)c23)cc1	104	56	103	86	124	82	89	75	87
37	CCOC(=O)c1ccc2c(c1)c1c(C)c3ccncc3c(C)c1n2C	8.6*	0.8*	1.6*	-0.6*	4.2*	0.3*	-7.3*	2.3*	0.3*
38	COc1cccc(CCC2C(=O)CCCC2=O)c1	97	106	118	99	115	114	98	108	109
39	CCOC(=O)C(C(=O)OCC)c1nc(=O)[nH]c(=O)[nH]1	100	98	100	99	.	111	104	93	97
40	COc1c2ccoc2cc2oc(C)c(C(C)=O)c(=O)c12	103	107	110	94	117	107	101	87	101
41	CCCCNC1(C#N)CCN(Cc2ccccc2)CC1	91	144	97	100	87	98	129	84	101
42	O=C1c2ccccc2C(=O)N1CCCl	109	109	127	102	117	101	107	100	99
43	COc1ccc(CCn2cncc2-c2c[nH]c3cc(Br)ccc23)cc1	78	81	53	77	98	58	66	.	70
44	CCNC(=O)Nc1ncccc1OCc1ccccc1	103	97	103	102	107	100	99	107	105
45	O=c1ccc([N+](=O)[O-])c[nH]1	112&103	100&108	106&100	103&93	111&109	101&96	99&108	92&93	96&105
46	CC(=O)OC[C@@]1(C)C2CC[C@]3(C)C(CC=C4C5CC(C)(C)CC[C@]5(C(=O)Nc5cccc(C)c5)CC[C@]43C)[C@@]2(C)C[C@@H](OC(C)=O)[C@@H]1OC(C)=O (some centres undefined)	.	49	27	42	49	22	56	68	41
47	O=C(NO)c1cn(C2CC2)c2cc(N3CCN(C(=O)c4ccccc4)CC3)c(F)cc2c1=O	102	100	98	99	98	108	105	90	97
48	COc1ccc(C(=O)NNC(=O)c2cc(OC)c(OC)c(OC)c2)cc1OP(=O)(O)O	87	94	101	95	103	82	96	67	79
49	COC(=O)[C@H](Cc1ccc(O)cc1)NC(=O)[C@H](Cc1ccccc1)NCc1cccc(O)c1	98	102	102	102	103	94	99	93	97
50	COc1ccc(C[n+]2c3ccccc3n3c4ccc(N)cc4ccc32)c(OC)c1OC	16	20	66	52	68	72	35	61	8.8*
51	COc1cccc(C(=O)OCCn2nc3c4c(cccc42)C(=O)c2ccccc2-3)c1O	38	29	17	9.6*	80	30	56	23	34
52	CCN(CC)c1ccc(N=Nc2ccc(S(=O)(=O)O)cc2)cc1	108	110	112	106	101	103	108	86	104
53	CCN1CCN(c2cc(C)nc(NCc3cc(Nc4ccnc5cc(Cl)ccc45)ccc3F)n2)CC1	68	83	31	56	28	12	58	79	60
54	Cc1cc(O)c(/C=N/C(=S)NCCc2ccccc2)c(=O)o1	109	100	103	107	104	107	99	94	101
55	Cc1nc2cc(Cl)ccc2c(=O)n1-c1c(CC(=O)O)cnn1C	94	102	109	99	87	99	104	99	97
56	C[N+]1(CCCCC[N+]2(C)CCCC2)CCCC1	97	102	123	94	119	107	97	110	108
57	COc1cc(/C=C/C(=O)c2ccc(NC(=O)N3CCN(c4cc5c(cc4F)c(=O)c(C(=O)O)cn5C4CC4)CC3)cc2)cc(OC)c1OC	57	59	101	60	87	17	67	70	69
58	Cc1nc(-c2ccccc2)ccc1-c1nnc(SCc2ccccc2)o1	100	100	97	95	112	98	104	94	107
59	Cc1ccc2nc(Cl)c(CNc3ccc(F)cc3)cc2c1	105	90	91	.	103	88	91	104	91
60	COC(=O)C1=C(C(=O)c2ccccc2)C2(C(=O)Nc3ccccc32)C(C#N)=C(N)O1 (centres undefined)	107	113	106	107	110	105	136	91	107

The list continues:
#	structure	SNB-19	KM12	SF-295	SF-539	HCC-2998	HCT-116	SF-268	SNB-75	U251
61	Cn1c(-c2c(N)n(Cc3cccnc3)c3nc(C#N)c(C#N)nc23)nc2ccccc21	103	83	110	65	100	44	99	97	94
62	Cc1cc(=O)n2c(C(=O)N/N=C/c3ccncc3)nn(-c3ccc(S(N)(=O)=O)cc3)c2n1	104	103	106	111	105	106	96	99	97
63	C#CC1CC2Cc3c(C)ccc(C)c3N1O2 (centres undefined)	102	114	106	99	100	111	109	93	98
64	COc1ccc(C(=S)N2CCN(c3ccccc3Cl)CC2)cc1	90	92	108	104	103	87	88	96	95
65	c1ccc(-c2nc(-c3ccc4[nH]ncc4c3)[nH]c2-c2ccccc2)cc1	100	96	96	98	107	98	100	80	113
66	COc1ccc2c(c1)CC[C@@H]1[C@@H]2CC[C@]2(C)C=CC[C@@H]12	105	114	107	.	108	100	.	94	106
67	c1ccc(OCc2ccc(COc3ccccc3)cc2)cc1	115	106	106	101	101	92	101	100	112
68	COc1cc(/C=N/NC(=O)c2ccc(-n3cc(-c4ccccc4)nn3)cc2)cc(OC)c1OC	59	53	88	53	84	90	58	72	48
69	O=C1Nc2ccc(F)cc2C12Nc1cc(Cl)ccc1S2 (centres undefined)	92	91	90	94	100	86	100	71	95

A second format for some results above.
5	CN1NC(c2ccccc2)NN(C)C1=O
54	Cc1cc(O)c(/C=N/C(=S)NCCc2ccccc2)c(=O)o1
36	Cc1ccc(NC(=O)c2ccc(CN3CCN(C)CC3)cc2)cc1Oc1ccc(-c2[nH]nc3ncnc(N)c23)cc1
11	COc1ccc(C)cc1C(=O)C[n+]1ccccc1

Assay by compound,5,54,36,11
SNB-19,97,109,104,101
KM12,118,100,56,92
SF-295,84,103,103,95
SF-539,106,107,86,96
HCC-2998,103,104,124,101
HCT-116,101,107,82,105
SF-268,102,99,89,94
SNB-75,78,94,75,87
U251,.,101,87,98

2 of the compounds above, with values under each structure:
Values run as follows: SNB-19 | KM12 | SF-295 | SF-539 | HCC-2998 | HCT-116 | SF-268 | SNB-75 | U251
[66] COc1ccc2c(c1)CC[C@@H]1[C@@H]2CC[C@]2(C)C=CC[C@@H]12
 : 105 | 114 | 107 | . | 108 | 100 | . | 94 | 106
[67] c1ccc(OCc2ccc(COc3ccccc3)cc2)cc1
 : 115 | 106 | 106 | 101 | 101 | 92 | 101 | 100 | 112
